PKM2 activator: increases activity of human pyruvate kinase M2 | Potency, µM (titrated, usually from 57.5 µM), without a hit: top-dose activation, actives largely listed as activators | AID 1631 | 260,000 compounds, 0.34% hits | P14618 | purified PKM2, Kinase-Glo ATP luminescence, activation; response scale: 0% is enzyme alone, no compound; also: potency is read from the fitted curve at half-maximal effect; % is scaled to controls: 0 for no effect and ±100 for the full control effect; nearly all actives have a fitted effect of over 55% in size
Target sequence (P14618 whole entry, looked up): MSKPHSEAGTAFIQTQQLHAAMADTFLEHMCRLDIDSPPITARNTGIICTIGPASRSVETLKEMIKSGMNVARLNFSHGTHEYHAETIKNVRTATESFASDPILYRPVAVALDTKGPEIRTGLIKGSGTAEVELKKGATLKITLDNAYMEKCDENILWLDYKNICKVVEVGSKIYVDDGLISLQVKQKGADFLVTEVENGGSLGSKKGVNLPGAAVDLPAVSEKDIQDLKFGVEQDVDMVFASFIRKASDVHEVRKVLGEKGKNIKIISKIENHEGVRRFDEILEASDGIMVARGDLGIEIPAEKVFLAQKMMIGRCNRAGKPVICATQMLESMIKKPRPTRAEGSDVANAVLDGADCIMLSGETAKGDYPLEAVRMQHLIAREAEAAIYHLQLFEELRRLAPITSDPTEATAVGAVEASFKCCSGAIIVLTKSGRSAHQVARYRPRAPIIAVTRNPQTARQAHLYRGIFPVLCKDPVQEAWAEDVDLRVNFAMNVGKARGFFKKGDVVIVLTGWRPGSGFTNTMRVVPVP
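Purified hPK-M2 (>95%) run at intermediate activity with 0.1 mM ADP and 0.5 mM PEP in 50 mM imidazole pH 7.2, KCl, MgCl2; 1 h room temperature. ATP formed read by Kinase-Glo luminescence; normalized to uninhibited and no-enzyme controls.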
KCNH2 3.1 inh: inhibitors of human KCNH2 3.1 potassium channel isoform; 340,000 compounds, 0.95% hits; activity change, % (tested at about 1.8 µM); AID 720553; U2OS KCNH2 3.1, thallium flux FluxOr; stronger effect = lower value;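 active = maximum activity change below -70%; inconclusive = maximum activity change from -70% to -50%; inactive = maximum activity change above -50%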;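 also: thallium influx rate constant from kinetic fluorescence after stimulation buffer; % is scaled to controls: 0 for no effect and ±100 for the full control effect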
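Thallium flux via FluxOr fluorescence (Red40 quencher, 45 min loading) in U2OS cells virally expressing the KCNH2 3.1 isoform (1.77 x 10^8 /mL virus, overnight at 37 C). Rate constants from 2-min kinetic reads post-stimulation, normalised to positive and negative controls.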
MBNL1 CUG block: blocks human MBNL1 binding to CUG repeat RNA; Q9NR56; TR-FRET MBNL1-His/biotin-(CUG)12 binding, 665/545 ratio; Potency, µM (titrated, usually from 57.5 µM), inactives show at the top dose activity change, negative = inhibition, actives largely listed as inhibitors; 280,000 compounds, 0.036% hits; AID 2675; active = well fitted inhibition curve with a large enough effect in the signal ratio, with a control signal flat, not every such curve was filed as active; inconclusive = small, poorly fitted or top-dose-only effect, or effect the other way, or a change in a side signal; inactive = no such curve, though single readings can be large or run the other way; the % refers to the signal ratio; also: potency is read from the fitted curve at half-maximal effect; % is scaled to controls: 0 for no effect and ±100 for the full control effect
Target sequence (Q9NR56 whole entry, looked up): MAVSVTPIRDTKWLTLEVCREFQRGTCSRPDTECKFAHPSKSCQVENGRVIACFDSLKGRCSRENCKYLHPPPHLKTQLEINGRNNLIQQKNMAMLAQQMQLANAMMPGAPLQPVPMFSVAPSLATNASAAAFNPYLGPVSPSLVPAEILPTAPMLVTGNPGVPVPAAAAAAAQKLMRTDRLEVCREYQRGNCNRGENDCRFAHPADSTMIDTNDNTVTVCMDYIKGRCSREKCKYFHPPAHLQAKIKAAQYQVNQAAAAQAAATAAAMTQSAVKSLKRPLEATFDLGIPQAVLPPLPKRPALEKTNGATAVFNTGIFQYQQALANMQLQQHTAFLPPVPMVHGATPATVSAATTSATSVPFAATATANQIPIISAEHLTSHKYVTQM
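Ratiometric TR-FRET (665 over 545 nm, excitation 340 nm) tracks disruption of MBNL1-His/biotin-(CUG)12 complex after 60 min at room temperature, with compounds at 92 nM to 58 uM final.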
VP16 counter: Gal4-VP16 reporter inhibition counter-screen; Potency, µM (highest dose often 53.6 µM), without a hit: top-dose activity, negative = inhibition, hits mostly inhibitors; 310,000 compounds, 3.5% hits; Drosophila S2 Gal4-VP16 UAS-luciferase, luminescence, 20 h;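 also: Gal4-VP16 expression switched on by copper sulfate through the metallothionein promoter; potency is read from the fitted curve at half-maximal effect; % is scaled to controls: 0 for no effect and ±100 for the full control effect; nearly all actives have a fitted effect of over 50% in size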
RORg inh: ROR gamma (mouse) transcription inhibition | 310,000 compounds, 5.4% hits | Drosophila S2 Gal4-RORgamma UAS-luciferase reporter, 20 h | AID 2551 | Potency, µM (series often up to 53.6 µM), inactives show top-dose activity change, negative = inhibition, most hits filed as inhibitors; also: potency is read from the fitted curve at half-maximal effect; % is scaled to controls: 0 for no effect and ±100 for the full control effect; nearly all actives have a fitted effect of over 60% in size
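ROR gamma transcriptional activity was tracked as Gal4-UAS luciferase output in stably transfected Drosophila Schneider cells, with compound added 1 hr before 700 uM copper sulfate induction and a 20 hr ambient-temperature incubation.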
FLuc modulator: firefly luciferase modulation, counter-screen for miR-21 project. P08659. purified FLuc, Km substrates, luminescence inhibition. Potency, µM (highest dose often 57.5 µM), without a hit: at the highest dose activity change, negative = inhibition, most hits filed as inhibitors. 360,000 compounds, 6.9% hits. AID 588342;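 also: potency is read from the fitted curve at half-maximal effect; plate controls were vehicle for no effect and reference inhibitor for full effect; nearly all actives have a fitted effect of over 55% in size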
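Purified P. pyralis luciferase, 10 nM final, with Km-level 10 uM D-luciferin and 10 uM ATP in 50 mM Tris acetate pH 7.5, 10 mM Mg acetate, 0.01% Tween-20, 0.05% BSA; 6-point qHTS titration about 60 µM downward; luminescence read.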
Rab9 prom act: activators of Rab9 promoter | Huh7 Rab9 promoter-luciferase reporter, luminescence, 24 h | Potency, µM (top dose mostly 9.22 µM), for inactives: top-dose activation, negative = inhibition, hits mostly activators | 320,000 compounds, 2.8% hits | AID 485297; also: potency is read from the fitted curve at half-maximal effect; % of control where 0% means no effect; nearly all actives have a fitted effect of over 60% in size
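Luminescence from Amplite-detected luciferase (10 minutes, ambient) reports Rab9 promoter activation. Before that, stable Rab9-luciferase Huh7 cells (1500/well, reduced-serum OP-MEM I plus 10% FBS) were exposed to compound for 24 hours at 37C.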
ELG1 repair inh: blocks ELG1-dependent DNA repair in HEK293T cells; 330,000 compounds, 2.3% hits; Potency, µM (titrated, usually from 46.1 µM), for the others: top-dose activity change, negative = inhibition, most hits filed as inhibitors; HEK293T ELG1-luciferase reporter, luminescence, 16 h; DNA damage induced by 5-fluorouridine; also: potency is read from the fitted curve at half-maximal effect; % is scaled to controls: 0 for no effect and ±100 for the full control effect; nearly all actives have a fitted effect of over 55% in size
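Cells (2,000 per well) received 5-fluorouridine plus test compound or DMSO and were incubated 16 hr at 37 °C, 5% CO2. Luciferase activity was read by luminescence 30 min after ONE-Glo addition; signal suppression marked inhibition of damage-induced ELG1 function.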
Mito fusion yeast: inhibitors of mitochondrial division or activators of mitochondrial fusion; S. cerevisiae fusion-defective mutant growth rescue, CellTiterGlo 48 h; Potency, µM (titrated, usually from 46.1 µM), without a hit: at the top dose growth rescue (activation), hits mostly activators; 320,000 compounds, 0.23% hits; AID 485298;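 also: potency is read from the fitted curve at half-maximal effect; % of control where 0% means no effect; nearly all actives have a fitted effect of over 45% in size; temperature-sensitive fusion mutants such as fzo1-1 at 37 °C on non-fermentable ethanol glycerol medium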
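S. cerevisiae fusion-defective temperature-sensitive mutants (e.g. fzo1-1, mgm1-5) grown 48 h at 37C in YPEG (ethanol/glycerol non-fermentable) medium with 23 nl compound per well; growth rescue read as CellTiterGlo luminescence.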
Menin-MLL TR inh: inhibitors of human menin-MLL interaction, mutant MLL peptide. AID 1768. Potency, µM (highest dose often 61.6 µM), for the others: at the highest dose FP activity change, negative = inhibition, hits mostly inhibitors. O00255. Menin + Texas Red MLL mutant peptide, fluorescence polarization. 270,000 compounds, 0.23% hits; active = well fitted inhibition curve with a large enough effect in the polarisation, with a control signal flat, not every such curve was filed as active; inconclusive = small, poorly fitted or top-dose-only effect, or effect the other way, or a change in a side signal; inactive = no such curve, though single readings can be large or run the other way; the % refers to the polarisation; also: potency is read from the fitted curve at half-maximal effect; % of control where 0% means no effect; many of its hits are not listed in these tables
NPC1 promoter act: activators of NPC1 promoter; Potency, µM (doses to about 9.22 µM), for inactives: at the top dose activation, usual class: activators; Huh7 NPC1 promoter luciferase reporter, 24 h; 320,000 compounds, 2.4% hits;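 also: potency is read from the fitted curve at half-maximal effect; % of control where 0% means no effect; nearly all actives have a fitted effect of over 60% in size; reporter is driven by a mutant NPC1 promoter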
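Stable NPC1-promoter luciferase Huh7 line; cpd (DMSO) 24 h, 37 °C, 5% CO2; Amplite luciferase reagent 10 min RT; luminescence readout. qHTS format.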
* = called active by the depositor; ? = inconclusive; nt = no result given; [ ] = dose if it differs, or a comment. Unless noted, calls follow the shape of the dose curve; as a rule, active = well fitted curve in the direction sought with a large enough effect; inconclusive = small, poorly fitted or top-dose-only effect, or another doubt; inactive = no such curve, though single readings can be large; an effect the other way counts as inactive or inconclusive.

SMILES,PKM2 activator,KCNH2 3.1 inh,MBNL1 CUG block,VP16 counter,RORg inh,FLuc modulator,Rab9 prom act,ELG1 repair inh,Mito fusion yeast,Menin-MLL TR inh,NPC1 promoter act
CCOc1ccc(NC(=O)CN(C)C(=O)c2c(-c3ccccc3)noc2C)cc1OCC,nt,-5,nt,nt,nt,2%,-2%,-7%,2%,nt,-5%
CC1(C)CC2CC(C)(CN2C(=S)Nc2ccccc2)C1 (stereo unspecified),-4%,-6,0%,-26%,?,2%,-3%,-2%,0%,0%,-1%
CCCc1cc(=O)[nH]c(SCC(=O)c2ccc3c(c2)NC(=O)CO3)n1,1%,3,-4%,7%,-19%,0%,-8%,-6%,5%,nt,7%
COC(=O)COC(=O)CC(CC(N)=O)c1ccccc1 (stereo unspecified),-6%,-12,0%,0%,-2%,2%,1%,-1%,-1%,-2%,-1%
Cn1c(NC(=O)c2ccco2)c(-c2ccccc2Cl)c(=O)c2ccccc21,0%,-6,-1%,2%,-7%,4%,2%,-16%,7%,5%,-1%
CN(c1ccccc1C(=O)Nc1cccc(Cl)c1Cl)S(C)(=O)=O,6%,14,2%,-23%,2%,-3%,-5%,-5%,-3%,2%,-1%
COc1ccccc1C(=O)Nc1ccc(C)c(S(=O)(=O)N2CCCCC2)c1,nt,-6,nt,nt,nt,-16%,-3%,4.1µM*,12%,nt,-2%
O=C(NNC(=O)c1ccc2ccccc2c1O)NC1CCCCC1,3%,-10,7%,1%,20%,0%,10%,11%,0%,-15%,-3%
CCOC(=O)/C(C#N)=C1/C=CN(Cc2ccccc2)C=N1,1%,7,?,10%,17%,1%,7%,15%,-2%,0%,9%
Cc1cccc(Nc2nc3c(S(=O)(=O)c4ccccc4)nnn3c3ccccc23)c1C,2%,-20,nt,-9%,-2%,3%,-8%,?,-1%,-12%,0%
O=C(Nc1cccc(Cl)c1N1CCCC1)c1cc2ccccc2o1,11%,-10,2%,-7%,2%,2%[2.3 µM],?,?,6%,6%,-12%
CCCN(C(=O)c1cc(S(=O)(=O)N2CCCCC2)ccc1Cl)C1CCS(=O)(=O)C1 (stereo unspecified),10%,3,-7%,1%,-19%,4%,4%,15%,0%,nt,-1%
CN(C)CCCOC(=O)N1c2ccccc2C=Cc2ccccc21,nt,1,5%,-11%,3%,2%,-6%,-3%,-14%,3%,-3%
N#C/C(=C\c1cn(CC(=O)O)c2ccccc12)C(=O)NCc1ccccc1,4%,-4,?,1%,-24%,?,-1%,?,-1%,17%,-3%
COC(=O)c1ccccc1NC=C1C(=O)OC2(CCCCC2)OC1=O,-2%,4,-8%,0%,-1%,4%,-3%,2%,0%,1%,-5%
Cc1cc(=O)[nH]c(SCC(=O)Nc2nc3c(s2)CCCC3)n1,1%,3,-10%,-3%,-18%,4%,3%,-1%,-2%,nt,-3%
Cc1nc(SCC(=O)N2CCCCCC2)[nH]c(=O)c1C,nt,3,nt,nt,nt,0%,-2%,?,-8%,nt,-2%
N#Cc1cnn(-c2cccc(Cl)c2)c1-n1cccc1,-1%,4,nt,-5%,15%,5%,-2%,13%,3%,nt,-5%
COc1ccccc1C(=O)Nc1ccc(N2CCN(C(C)=O)CC2)cc1,3%,-1,3%,7%,-16%,?,2%,5%,-5%,8%,0%
Cc1cc(N2C(=O)C(O)=C(C(=O)c3ccco3)C2c2ccccc2F)no1 (stereo unspecified),0%,-1,34%[activator],-7%,-3%,8%,-3%,?,1%,nt,-5%

Some of these compounds in order of SMILES length, lowest first:
SMILES,PKM2 activator,KCNH2 3.1 inh,MBNL1 CUG block,VP16 counter,RORg inh,FLuc modulator,Rab9 prom act,ELG1 repair inh,Mito fusion yeast,Menin-MLL TR inh,NPC1 promoter act
CN(C)CCCOC(=O)N1c2ccccc2C=Cc2ccccc21,nt,1,5%,-11%,3%,2%,-6%,-3%,-14%,3%,-3%
Cc1cc(=O)[nH]c(SCC(=O)Nc2nc3c(s2)CCCC3)n1,1%,3,-10%,-3%,-18%,4%,3%,-1%,-2%,nt,-3%
CCCc1cc(=O)[nH]c(SCC(=O)c2ccc3c(c2)NC(=O)CO3)n1,1%,3,-4%,7%,-19%,0%,-8%,-6%,5%,nt,7%

Next entries follow:
SMILES,PKM2 activator,KCNH2 3.1 inh,MBNL1 CUG block,VP16 counter,RORg inh,FLuc modulator,Rab9 prom act,ELG1 repair inh,Mito fusion yeast,Menin-MLL TR inh,NPC1 promoter act
CCc1ccc2nc(N3C(=O)C(O)=C(C(=O)c4ccco4)C3c3cccs3)sc2c1 (stereo unspecified),1%,-1,42%[activator],?,?,?,1%,?,1%,?,-5%
CCOC(=O)Nc1ccc2c(c1)N(C(=O)CCN(CC)CC)c1ccccc1CC2,-3%,5,1%,-16%,-2%,0%,-1%,0%,-1%,-10%,-2%
CC1C(c2ccccc2)C(C#N)(C#N)C2(C#N)C(=O)NC1(N)C2C (stereo unspecified),3%,6,-22%,-3%,?,-1%,-1%,2%,0%,-2%,0%
O=S(=O)(Nc1ccc2nc(C(F)(F)F)[nH]c2c1)c1ccccc1,-8%,-4,1%,-12%,?,4%,-8%,10µM*,-3%,-1%,2%
Cc1ccc(-n2c(C)cc(/C=N/NC(=O)CC3(C)OCCO3)c2C)cc1,-22%,-5,?,?,-22%,24µM*,-1%,?,1%,1%,-1%
CC(=O)NCCNC(=O)c1cccc(NS(=O)(=O)c2ccc3c(c2)OCCO3)c1,nt,1,nt,nt,nt,-1%,10%,18%,-2%,nt,-12%
CC1=NN(C(N)=S)C(=O)C1N=Nc1cccc(Cl)c1 (stereo unspecified),nt,10,16%,2µM*,0.79µM*,17µM*,?,?,11%,?,?
CC(C)/C=C/C(=O)N1CCCC(N2CCN(c3ccccc3F)CC2)C1 (stereo unspecified),0%,-10,-3%,3%,26%,4%,-6%,-9%,-1%,-1%,3%
N#C/C(=C\c1ccccc1)C(=O)N(c1ccccn1)C1CCCCC1,6%,-31,-13%,?,2.8µM*,2%,-2%,16%,19%,-14%,0%
COc1ccc2cc(C(=O)C3CCCN(C(=O)c4cncs4)C3)ccc2c1 (stereo unspecified),-5%,6,?,1%,23%,0%,-5%,-1%,-3%,nt,-2%
C/C(=N\O)c1ccn(S(=O)(=O)c2ccc(Cl)cc2)c1,2%,-4,-4%,-6%,-8%,3%,-1%,-10%,1%,nt,4%
COc1ccccc1CNc1ncnc2c1nnn2Cc1ccccc1,20µM*,-2,-12%,8%,13%,-1%,-10%,?,7%,-5%,1%
COc1ccc(C2/C(=C(/O)c3ccc4c(c3)CC(C)O4)C(=O)C(=O)N2Cc2cccnc2)cc1 (stereo unspecified),nt,3,13%,-10%,16%,-1%,-4%,21%,0%,nt,2%
CCc1ccc(NC(=S)N2CCN(c3cccc(OC)c3)CC2)cc1,-2%,8,1%,?,13µM*,6%,-1%,?,-9%,1%,-6%
COc1ccccc1N(CC(=O)N(c1ccccc1)C(C)C)S(=O)(=O)c1cccs1,0%,4,-6%,0%,-2%,1%,1%,?,13%,-12%,-3%
CCN1C(=O)[C@@H]2[C@@H](c3ccc(-c4ccc(OC)cc4)cc3)N3CCCC[C@@]3(C(=O)OC)[C@@H]2C1=O,nt,-4,nt,nt,nt,-1%,-2%,?,21%,nt,-11%
CCOCCCNC(=O)CCn1nc(-c2ccc(Cl)cc2)ccc1=O,nt,8,8%,3%,4%,-4%,-1%,?,-3%,-22%,0%
COc1ccc(C(=O)CCS(=O)(=O)c2ccc(C)cc2)cc1,2%,-4,3%,10µM*,5.6µM*,?,11%,3%,5%,3%,-3%
O=C1N/C(=N/c2ccccn2)SC1Cc1ccccc1 (stereo unspecified),1%,-17,10%,2.5µM*,0.89µM*,0%,12%,?,-2%,-7%,7%
CN(C)CCN1C(=O)c2oc3ccccc3c(=O)c2C1c1ccc(F)cc1 (stereo unspecified),1%,18,17%,2%,2%,0%,0%,8%,-6%,1%,-2%

An excerpt. The share of hits here may be higher or lower than overall.
